Compound activity from PubChem BioAssay.
14-3-3g Raf: modulators of 14-3-3 gamma protein binding, primary screen, biochemical, fluorescence polarization. FP, 14-3-3gamma / TMR-pS259-Raf peptide binding. inhibition, % at 40 µM. 160,000 tested, 0.19% active; in the data active means inhibition above about 30%;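 further: 0% = protein plus tracer without compound and 100% = blank with tracer alone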
Target sequence (P61981 whole entry, looked up): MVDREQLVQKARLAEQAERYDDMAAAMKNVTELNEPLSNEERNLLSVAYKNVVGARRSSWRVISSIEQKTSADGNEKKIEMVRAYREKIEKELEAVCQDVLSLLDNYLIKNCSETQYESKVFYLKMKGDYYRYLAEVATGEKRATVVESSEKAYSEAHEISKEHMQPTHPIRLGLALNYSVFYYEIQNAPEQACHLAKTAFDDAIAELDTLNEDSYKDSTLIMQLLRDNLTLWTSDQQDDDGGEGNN
An asterisk follows results filed as active; & = joins results of further samples.

SMILES | 14-3-3g Raf
Cc1cc(C)cc(-n2c(=O)c3ccccc3n(Cc3cccc([N+](=O)[O-])c3)c2=O)c1 | 5
COc1cccc(CNC(=O)c2cc3cc4ccc(OC)cc4nc3s2)c1 | -1
CCCC(=O)Nc1ccc(OCC(=O)OC)cc1 | -25
O=c1c2cnn(-c3ccc(F)cc3)c2ncn1Cc1cccnc1 | -6
COc1ccc2nc3sc(C(=O)N4CCN(C5CCCCC5)CC4)cc3cc2c1 | -14
Cc1cc(O)cc(O)c1C=Nc1ccc(F)cc1 | 0
O=C(NC1CCc2ccccc21)C1CCN(S(=O)(=O)c2ccc(-n3cnnn3)cc2)CC1 (centres undefined) | -1
O=C(Cc1ccccc1)NC(NCCCN1CCOCC1)(C(F)(F)F)C(F)(F)F | 6
COc1ccc(S(=O)(=O)NCCC(=O)NC(C)c2ccccc2)cc1 (centres undefined) | -9&-5
CCCCc1ccc(Nc2ncnc(N)c2[N+](=O)[O-])cc1 | 2
COc1ccc(-c2cc(C(F)(F)F)n3ncc(C(=O)Nc4ccc(C)c(Cl)c4)c3n2)cc1OC | -5
Cc1ccc(CNC(=O)CCCCCn2c(=S)[nH]c3ccc(Br)cc3c2=O)cc1 | -1
O=C(CN(C1CCCCC1)S(=O)(=O)c1ccc(Br)cc1)N1CCc2ccccc2C1 | 3
CC(=O)Oc1cc2c(C(=O)NCc3ccncc3)c(C)oc2c2ccccc12 | -6
CSc1sc(C)cc1C1C(C(=O)Nc2cccc(F)c2)=C(C)NC2=C1C(=O)CC(c1ccccc1)C2 (centres undefined) | -19
O=c1cc[nH]c2c1ccc1c(O)ccnc12 | -28
COc1ccccc1CNC(=O)c1nnc(Cc2ccc(Cl)cc2)o1 | 6
CC1CC(=O)N(c2ccc(NCc3ccc(Cl)cc3)c([N+](=O)[O-])c2)C1=O (centres undefined) | -2
COc1cc(CNc2ccc(N3CCOCC3)c(C(=O)O)c2)ccc1OCC(N)=O | -2
CCOC(=O)C1CCN(C(=O)CSc2n[nH]c(=O)[nH]c2=O)CC1 | 3
CC(C)c1ccc(NC(=O)C2CC(=O)N(C(C)C)C2)cc1 (centres undefined) | 9
O=C(Cn1cc2c(n1)CCCC2)NCc1cccs1 | -4
COc1cc(N=c2ssnc2Cl)cc(OC)c1 | -16
On1onc2c3cc(-c4ccccc4)nc3ccc21 | -8
C#CC(O)(c1ccc(OC)cc1)c1ccccc1F (centres undefined) | 2

Brought forward from above: 6 compounds; new compounds follow.
SMILES | 14-3-3g Raf
CCOC(=O)C1CCN(C(=O)CSc2n[nH]c(=O)[nH]c2=O)CC1 | 3
CC(C)c1ccc(NC(=O)C2CC(=O)N(C(C)C)C2)cc1 (centres undefined) | 9
O=C(Cn1cc2c(n1)CCCC2)NCc1cccs1 | -4
COc1cc(N=c2ssnc2Cl)cc(OC)c1 | -16
On1onc2c3cc(-c4ccccc4)nc3ccc21 | -8
C#CC(O)(c1ccc(OC)cc1)c1ccccc1F (centres undefined) | 2
CCOCc1cn(CC(=O)c2ccc([N+](=O)[O-])cc2)c(C)nc1=N | -15
COC(=O)C1=CN(C)C=C(C(=O)OC)C1c1ccccc1OC(C)C | 10
CC1C=CCC2C(=O)N(c3cccc([N+](=O)[O-])c3)C(=O)C12 (centres undefined) | -3
Cc1ccc(NC(=O)C2C3C=CC4(O3)C2C(=O)N(Cc2ccc(Cl)cc2)C4C(=O)NC2CCCCC2)cc1Cl (centres undefined) | -4
Cc1noc(C)c1CSc1nc2sc3c(c2c(=O)n1-c1ccccc1)CCCC3 | 9
O=S(=O)(c1ccc(-n2cnnn2)cc1)N(C1CCCCC1)C1CCCCC1 | -2
CN(C)c1ccc(C(=O)OCC(=O)NC2CCCCC2)cc1 | -4
CCOC(=O)c1c(CC(C)C)csc1NC(=O)c1ccc(C)cc1 | -19
Cn1c(=O)c2c(nc(NCCO)n2Cc2ccc(Br)cc2)n(C)c1=O | 0
CCN1CCN(C(=O)CSc2nc(-c3ccco3)cc(C(F)(F)F)n2)CC1 | 0
Cn1c(C(=O)N2CCN(Cc3ccc4c(c3)OCO4)CC2)cc2sccc21 | -3
Cc1ccc(CNC(=O)C2CCC(=O)N2C2CCCCC2)cc1 (centres undefined) | -6&-6
CCSCCOC(=O)C1=C(C)N(C)C(=O)NC1c1cc(Br)c(O)c(OC)c1 (centres undefined) | -12
CC(C)NC(=O)c1cn(C)c(=O)c2ccccc12 | 1
COc1ccc(-c2nnc(SCC(=O)Nc3ccccc3)n2C)cc1 | -10
CC1(N2CCOCC2)CC2(O)C(=[N+]1[O-])CCc1c2no[n+]1[O-] (centres undefined) | 3
COc1ccc2nc(NS(=O)(=O)c3ccc(NC(C)=O)cc3)sc2c1 | -2&1
COc1ccc(NC(=O)Cn2c3ccccc3c(=O)c3cc(C)ccc32)cc1OC | -8
O=C(Nc1ccc(Br)cn1)c1sc2ccccc2c1Cl | -5
CCCC(=O)NC(c1ccc(OC)c(OC)c1)c1c(O)ccc2ccccc12 (centres undefined) | 1
CCC1CCCCN1S(=O)(=O)c1ccc2[nH]c(=O)cc(C(=O)NCCc3ccc(C)cc3)c2c1 (centres undefined) | -19
CSc1nnc2c(n1)OC(C1CC=C(C)CC1C)Nc1ccc(Br)cc1-2 (centres undefined) | -156
CCCCSc1nnc2c(n1)OC(c1cccc(OCC)c1OC)Nc1ccccc1-2 (centres undefined) | 70*
Cc1cc2nc(C)n(CCCNC(=O)Nc3ccc(C#N)cc3)c2cc1C | -2
Cc1cccc(CCNC(=O)c2ccc(CSCc3cccc(Cl)c3)o2)c1 | -3
SMILES | 14-3-3g Raf
COC(=O)C1(C(F)(F)F)N=C2C=CC=CN2C(c2ccc(F)cc2)=N1 (centres undefined) | -20
CC1CC(Nc2ncnc(N)c2[N+](=O)[O-])CC(C)(C)C1 (centres undefined) | 4
COc1cc(CN2CC(=O)N(c3ccc(C)c(Cl)c3)C2=S)cc(OC)c1OC | -9
COc1ccc(Oc2c(C(F)(F)F)oc3cc(OC(=O)c4ccc(OC)c(OC)c4)ccc3c2=O)cc1 | 0
OC1(C#CCN2CCCCCC2)CCCCC1 | -10
CCOC(=O)c1sc(NC(=O)c2cc(-c3ccccc3)nc3ccccc23)c(C(N)=O)c1C | -141
CCOC(=O)N1CCN(C(=O)c2c(O)c3cccc4c3n(c2=O)CC4)CC1 | -2
CSc1ccccc1NC(=O)Cn1nc(C(F)(F)F)cc1C | -2
CCN(CC)C1CC(=O)N(c2ccc([N+](=O)[O-])cc2)C1=O (centres undefined) | -12
O=C1C(c2ccc(Cl)cc2)N(CCC2=CCCCC2)C(=O)CN1C1CCCCCC1 (centres undefined) | -2
Cn1c(=O)c2c(nc(CN3CCc4ccccc4C3)n2Cc2ccccc2)n(C)c1=O | -13
Cc1cc(C)n(C(=O)CCCCCCC(=O)n2nc(C)cc2C)n1 | -5
CCN(CC)c1ccc(C2NC(=S)NC(C)=C2C(=O)Nc2ccccc2)cc1 (centres undefined) | -6
COC(=O)c1[nH]c2ccc(Br)cc2c1NC(=O)CN1CCN(C2CCCCC2)CC1 | -3
CC1CC(C)CN(S(=O)(=O)c2ccc(C(=O)N=c3sc4cc(S(C)(=O)=O)ccc4n3C)cc2)C1 (centres undefined) | -3
O/N=C1\CC2(Cc3nonc31)OCCO2 | -6
Clc1ccc(SCCCCn2ccnc2)cc1 | 3
COc1cccc(C(=O)NCCn2ccc3ccccc32)c1 | -3&2
CCSc1nnc(NC(=O)CSc2nc3c(c(=O)n2CCOC)SC(C)C3)s1 (centres undefined) | 3
COc1ccccc1N1CCN(C(CNS(=O)(=O)c2ccc(C)cc2)c2cccnc2)CC1 (centres undefined) | -5
Oc1ccc(-c2n[nH]c(=S)n2Cc2ccccc2)cc1 | -4
Fc1ccc(C2=CC(c3ccc(F)cc3)n3c(nc4ccccc43)N2)cc1 (centres undefined) | -6
COc1ccc(Nc2ncnc3c2cnn3-c2ccc(Cl)cc2)c(OC)c1 | -4
Cc1ccc(Nc2c3c(nc4ncnn24)CCC3)cc1 | -6
COc1n[nH]c2nncnc12 | -1

Arranged by value in 14-3-3g Raf (ascending): seven from the list above.
SMILES | 14-3-3g Raf
OC1(C#CCN2CCCCCC2)CCCCC1 | -10
COc1cc(CN2CC(=O)N(c3ccc(C)c(Cl)c3)C2=S)cc(OC)c1OC | -9
CCN(CC)c1ccc(C2NC(=S)NC(C)=C2C(=O)Nc2ccccc2)cc1 (centres undefined) | -6
CC1CC(C)CN(S(=O)(=O)c2ccc(C(=O)N=c3sc4cc(S(C)(=O)=O)ccc4n3C)cc2)C1 (centres undefined) | -3
CSc1ccccc1NC(=O)Cn1nc(C(F)(F)F)cc1C | -2
Clc1ccc(SCCCCn2ccnc2)cc1 | 3
CC1CC(Nc2ncnc(N)c2[N+](=O)[O-])CC(C)(C)C1 (centres undefined) | 4

Returning to the listing; the 4 compounds before the break are reprinted first.
SMILES | 14-3-3g Raf
Fc1ccc(C2=CC(c3ccc(F)cc3)n3c(nc4ccccc43)N2)cc1 (centres undefined) | -6
COc1ccc(Nc2ncnc3c2cnn3-c2ccc(Cl)cc2)c(OC)c1 | -4
Cc1ccc(Nc2c3c(nc4ncnn24)CCC3)cc1 | -6
COc1n[nH]c2nncnc12 | -1
COc1ccc(S(=O)(=O)Nc2nc(C(F)(F)F)cs2)cc1 | -3
CCCNC(=O)c1c[nH]c2ccc(S(=O)(=O)N(C)c3ccc(C(C)C)cc3)cc2c1=O | 1
COC(=O)CSc1nc2cc(C)cc(C)c2cc1C#N | 0
CCCC(=O)c1c(C)c2ccccc2n1C | -1
CC(=O)NC1=NN(C(C)=O)C(C=Cc2ccccc2)S1 (centres undefined) | 2
CN1CCN(C(=O)c2cc(-c3ccccc3)on2)CC1 | -7
COc1cc(C=Cc2nc3cc(Cl)ccc3c(=O)n2-c2ccccc2F)cc(OC)c1OC | 0
CC(C)C(NS(=O)(=O)c1ccc2c(c1)oc(=O)n2C)C(=O)N1CCN(Cc2ccccc2)CC1 (centres undefined) | -2
O=C(CSc1nc2c(c(=O)n1-c1ccccc1)SCC2)Nc1ccc2c(c1)OCO2 | -38
COc1ccc(Nc2nc(N3CCNCC3)nc3ccccc23)c(OC)c1 | -2
CCC1CCCCN1C(=O)c1nn2c(C(F)(F)F)cc(-c3cccs3)nc2c1Br (centres undefined) | -22
COc1ccc(S(=O)(=O)Nc2ccc(F)cc2)cc1OC | 3
Cc1ccc(-c2nc3cc(Cl)ccc3o2)cc1NS(=O)(=O)c1ccccc1 | -195
N#Cc1c(NC(=O)c2cc([N+](=O)[O-])ccc2Cl)sc2c1CCCC2 | -16
COc1ccc(C(=O)n2nc(-c3ccc(Cl)cc3)nc2N)cc1OC | -4
CCOC(=O)[C@@H]1CCNC[C@@H]1c1ccccc1 | -4
Cc1cccc(C2CC(c3ccc(Br)cc3)Nc3nc(N)nn32)c1 (centres undefined) | -5
COc1ccc(C2=NN(S(=O)(=O)c3ccccc3)C(c3cc4cccc(C)c4nc3Cl)C2)cc1 (centres undefined) | -139
CCCn1nc(C(=O)N2CC(=O)Nc3ccccc32)c2ccccc2c1=O | -2
CCCCCSc1oc(-c2ccco2)nc1S(=O)(=O)c1ccc(F)cc1 | -24
COc1ccccc1NC(=O)CSc1ncn[nH]1 | -3
Cc1ccc(C(=O)COC(=O)c2ccccc2Sc2ccc([N+](=O)[O-])cc2)cc1 | -5
CCN(CC)S(=O)(=O)c1cccc(C(=O)Nc2ccccc2C(=O)N2CCC(C)CC2)c1 | -2
N#CCNC(=O)c1cc2nc3c(c(C(F)(F)F)n2n1)CCc1ccccc1-3 | -6
Cc1ccc(C(NC(=O)Cc2cc3ccccc3[nH]2)C(=O)Nc2ccc3c(c2)OCCO3)cc1 (centres undefined) | -11
SMILES | 14-3-3g Raf
CN(C)S(=O)(=O)c1ccc(C(=O)N2CCN=C2SCc2ccccc2F)cc1 | -7
O=C(O)c1cccc(NS(=O)(=O)c2ccc(N3C(=O)CCC3=O)cc2)c1 | -1
O=C(CNC(=O)C1CCCCC1)NCc1ccco1 | -28
COc1cc(NC(=O)CCN2C(=O)c3ccccc3C2=O)c(OC)cc1Cl | 4
O=C(NCCn1cc(SCc2ccccc2)c2ccccc21)c1cccc(C(F)(F)F)c1 | 9
Cc1ccc(OC(=O)C2C3CCCCC32)cc1 (centres undefined) | 3
CCn1c(CNc2ccccc2Cl)nnc1SCC(=O)NCc1ccccc1 | 4
COC(=O)c1cc(S(=O)(=O)N2CCOCC2)ccc1Sc1ccccc1N | 0
COCCn1c(=N)c(C(=O)OC)cc2c(=O)n3cccc(C)c3nc21 | 0
CCc1ccc(NC(=O)C2c3cc(OC)c(OC)cc3C(=O)N(C)C2c2cccnc2)cc1 (centres undefined) | -13
CCCCC(C(=O)OCC(=O)c1ccc(Cl)cc1)N1C(=O)c2ccccc2C1=O (centres undefined) | -6
CC(=O)Oc1ccc(N(C(C)=O)S(=O)(=O)c2ccc3ccccc3c2)cc1 | -17
Cc1cccc(NS(=O)(=O)c2ccc(CC(C)C)cc2)c1 | -2
COc1cc(NC(=O)C2CCN(S(=O)(=O)c3ccc(Cl)cc3)CC2)ccc1-n1cnnn1 | 3
CC(C)(C)NC(=O)Cn1c(SCC(=O)NC2CCCCC2)nc2ccccc21 | 4
COc1ccc(-n2cnc3cc(N=Cc4nc5ccccc5n4C)ccc32)cc1 | 0
CCOc1ccc(OCC)c(Nc2cc(C)nc3ncnn23)c1 | -1
CCOc1cc2[nH]c(=S)n(CC3CCCN3CC)c(=O)c2cc1OCC (centres undefined) | 1
CCCCc1ccc(-n2c(-c3ccncc3)n[nH]c2=S)cc1 | -13
Cc1ccc(-c2nc3ncccn3c2Nc2ccccc2C)cc1 | -7
O=C(CSC1=NCCS1)Nc1nc(-c2ccccc2)cs1 | -5&-103
Cn1c(=O)c2c(nc(CN3CCOCC3)n2Cc2ccccc2)n(C)c1=O | -5
CCOc1ccc(NC(=O)CSc2nnc(Cc3cccn3C)n2-c2ccc(F)cc2)cc1 | 7
O=c1[nH]c(SCCOc2ccccc2)nc2ccccc12 | 6
COc1ccc(NC(=O)c2cc3cc(OC)ccc3oc2=Nc2ccc(C(=O)O)cc2)cc1 | -7
CS(=O)(=O)N1CCN(c2ccccc2NC(=O)c2cccs2)CC1 | -7
CCn1c(=Nc2ccc(N3CCOCC3)cc2)ccc2ccccc21 | -8
COc1ccc(-c2cc(N3CCCC3)n3ncnc3n2)cc1 | -1

Only part of the results is shown; count on the stated rates, not on these rows.
